Bioassay records deposited in PubChem BioAssay by several laboratories.
JMJD2C inh = inhibitors of human GASC-1 (JMJD2C) demethylase | AID 2099 | GST-JMJD2C(1-420) H3K9me3 demethylation, DELFIA europium | 0.069% of 330,000 active | Q9H3R0 | inhibition, % at 2.35 µM;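 active = more than half of a compound's replicate wells show inhibition beyond 50%, single wells judged on their own value; inconclusive = some, but no more than half, of replicates pass 50% inhibition; inactive = no replicate passes 50% inhibition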;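 note: signal counts dimethyl H3K9 product captured on neutravidin plate; 0% = median of DMSO wells and 100% = 0.3 times that DMSO median; strong numbers were not always called active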
VLA-4 inh = inhibition in a human VLA-4 binding assay; P13612; VLA-4 expressing cells, ligand binding flow cytometry; inhibition, % (about 7 µM as worked out from the volumes in the protocol); 0.2% of 330,000 active; in the data active = inhibition above about 50%
Target sequence (P13612 whole entry, looked up): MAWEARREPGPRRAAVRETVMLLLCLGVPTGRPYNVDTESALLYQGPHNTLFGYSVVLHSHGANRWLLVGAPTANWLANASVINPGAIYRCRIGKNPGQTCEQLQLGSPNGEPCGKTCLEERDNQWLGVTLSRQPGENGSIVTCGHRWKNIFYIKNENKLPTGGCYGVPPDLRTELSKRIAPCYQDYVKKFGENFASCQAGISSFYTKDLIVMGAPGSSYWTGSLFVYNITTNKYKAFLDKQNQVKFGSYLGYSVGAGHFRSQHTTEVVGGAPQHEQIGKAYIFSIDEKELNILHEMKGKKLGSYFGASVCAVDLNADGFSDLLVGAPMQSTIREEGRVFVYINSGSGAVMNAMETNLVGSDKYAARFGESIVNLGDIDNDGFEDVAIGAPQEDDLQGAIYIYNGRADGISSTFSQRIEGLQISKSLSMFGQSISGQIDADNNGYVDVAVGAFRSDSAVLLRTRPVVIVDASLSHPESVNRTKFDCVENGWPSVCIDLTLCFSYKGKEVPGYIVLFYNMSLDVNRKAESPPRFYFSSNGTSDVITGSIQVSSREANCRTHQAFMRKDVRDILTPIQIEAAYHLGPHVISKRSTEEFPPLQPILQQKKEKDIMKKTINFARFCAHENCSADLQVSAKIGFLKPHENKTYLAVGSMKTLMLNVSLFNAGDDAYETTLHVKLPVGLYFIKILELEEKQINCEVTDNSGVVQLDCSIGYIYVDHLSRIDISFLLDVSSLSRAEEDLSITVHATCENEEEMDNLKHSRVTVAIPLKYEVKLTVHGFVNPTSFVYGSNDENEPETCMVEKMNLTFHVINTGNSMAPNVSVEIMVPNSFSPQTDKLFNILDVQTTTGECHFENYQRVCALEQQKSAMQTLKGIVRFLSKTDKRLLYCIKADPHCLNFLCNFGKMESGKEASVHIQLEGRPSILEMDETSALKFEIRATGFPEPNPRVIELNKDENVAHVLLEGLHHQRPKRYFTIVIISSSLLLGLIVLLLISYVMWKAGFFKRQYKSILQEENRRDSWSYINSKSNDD
RPL19A TOR yeast = modulators of TOR pathway RPL19A-GFP in S. cerevisiae; percent response vs DMSO, % at 10 µM; AID 2025; S. cerevisiae RPL19A-GFP strain, flow cytometry, 3 h; active compounds read low; 0.3% of 330,000 active;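 active = percent response vs DMSO below 50%; inconclusive = fewer than 70 events counted for the yeast strain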;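 note: median channel GFP fluorescence of the barcoded RPL19A-GFP strain; ratio of sample median GFP to plate DMSO average so 100% = DMSO; lower means less RPL19A-GFP as with rapamycin TOR inhibition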
MEP2 TOR yeast = yeast TOR pathway MEP2-GFP modulation | AID 2016 | GFP response vs DMSO, % at 10 µM | 0.51% of 330,000 active | S. cerevisiae MEP2-GFP strain, flow cytometry GFP, 3 h; 100% = DMSO control level;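 active = GFP response versus DMSO above a set limit, roughly screen mean plus 3 SD, cut at about 180% in these data; inconclusive = fewer than 70 cells counted for a yeast strain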;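 note: median GFP fluorescence of the barcode-gated MEP2-GFP cells per well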
LAP4 TOR yeast = modulators of TOR pathway LAP4-GFP in S. cerevisiae. S. cerevisiae LAP4-GFP multiplex, flow cytometry GFP, 3 h; median GFP as percent of DMSO wells. GFP response vs DMSO, % at 10 µM. 0.34% of 320,000 active. AID 2023;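 active = GFP response vs DMSO above a set limit, about the screen mean plus 3 SD, cut at about 150% in these data; inconclusive = under 70 cell events counted for the yeast strain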
GRK2 inh = human GRK2 inhibition via aptamer displacement; bead flow cytometry, FAM-aptamer displacement from GRK2; inhibition of aptamer binding, % at 10 µM; 0.59% of 330,000 active;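 active = inhibition of aptamer binding above 40%, roughly 3 SD of noise, on plates passing a quality check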;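 note: median bead fluorescence of bound FAM aptamer so fluorescent compounds give negative values; no value below 0 was filed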
AGP1-GFP MLPCN = modulators of TOR pathway AGP1-GFP in S. cerevisiae; AID 2066; 0.02% of 320,000 active; S. cerevisiae AGP1-GFP multiplex flow cytometry, 3 h; GFP as percent of DMSO wells; GFP response vs DMSO, % at 10 µM;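 active = GFP response relative to DMSO above a set limit, near screen average plus 3 SD, cut at about 150% in these data; inconclusive = fewer than 70 cells counted for the yeast strain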;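 note: median GFP channel fluorescence of the gated AGP1 strain per well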
CIT2 TOR yeast = modulators of TOR pathway CIT2-GFP in S. cerevisiae. GFP response vs DMSO, % at 10 µM. 0.065% of 320,000 active. S. cerevisiae CIT2-GFP strain, flow cytometry, 3 h; 100 means same as DMSO wells;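 active = GFP response relative to DMSO above a set limit, near the screen mean plus 3 SD, cut at about 150% in these data; inconclusive = Fewer than 70 cells measured for a yeast strain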;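 note: ratio of well median GFP fluorescence to mean of DMSO wells on the plate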
* hit, by the source's call; ? = inconclusive; . = no result given; & = joins results of further samples; [ ] = remark or other dose. Not all compounds are listed. The share of hits here may be higher or lower than overall.

SMILES	JMJD2C inh	VLA-4 inh	RPL19A TOR yeast	MEP2 TOR yeast	LAP4 TOR yeast	GRK2 inh	AGP1-GFP MLPCN	CIT2 TOR yeast
O=C(C(=O)N1CCOCC1)c1cn(CCCOc2ccccc2)c2ccccc12	15	3	94	90	102	0	96	104
O=C(CN1CCCCC1)NCC(=O)Nc1ccc(Br)cc1C(=O)c1ccccc1	-2	3	105	100	108	0	.	109
C=CCOC(=O)c1ccccc1N	5	16	107	102	108	0	100	85
COC(=O)CCCNC(=O)CN1CC(c2ccccc2)CC1=O (configuration not stated)	4	17	96	101	96	0	98	101
O=P(Oc1ccccc1)(Oc1ccccc1)c1ccccc1	17	-7	101	95	88	0	89	93
O=C(c1cc(C(=O)NCc2ccc(Cl)cc2)c(=O)n(Cc2ccc(Cl)cc2)c1)c1cc(F)ccc1O	4	-6	108	103	106	0	104	97
OCC[N+]12CCC(CC1)C(C(O)(c1ccccc1)c1ccccc1)C2 (configuration not stated)	9	5	96	94	98	0	99	87
O=C(CCCCCn1c(=S)[nH]c2ccccc2c1=O)N1CCC2(CC1)OCCO2	4	11	94	99	98	2	97	98
Cc1cc(OC(C)C(=O)NCC2CCC(C(=O)O)CC2)c2c3c(c(=O)oc2c1)CCC3 (configuration not stated)	12	3	100	107	96	0	103	109
Oc1ccc2c3c1OC1c4oc5ccccc5c4C[C@@]4(O)[C@@H](C2)N(CC2CC2)CC[C@]314 (some centres not stated)	.	11	108	104	115	0	111	101
CN(C)c1nc(N(C)C)nc(N(C#N)CCCl)n1	-1	3	94	101	118	0	102	100
COc1cc(O)cc2c1C(=O)OC(C)CCCC(=O)CCC/C=C\2 (configuration not stated)	6	19	99	114	108	0	106	101
c1cncc(C2Nc3cccc4cccc(c34)N2)c1	8	28	109	107	99	0	105	110
COc1ccc(-n2nc(C(=O)NCC(=O)N3CCC4(CC3)OCCO4)c3ccccc3c2=O)cc1OC	-12	18	105	107	114	2	107	101
O=c1[nH]c(=O)n(Cc2ccccc2)c(O)c1C=NCCN1CCNCC1	3	-1	105	104	100	1	113	103
CCOP(=O)(C#Cc1ccccc1)C(O)c1ccc(Br)cc1 (configuration not stated)	-5	7	98	104	112	3	98	94
Cc1cc(OC(=O)N(C)C)n(-c2ccccc2)n1	23	10	106	109	96	0	99	100
Cc1ccsc1C(=O)C1CCCN(Cc2cnc(N3CCCC3)s2)C1 (configuration not stated)	-6	6	92	92	95	3	92	90
CCOP(=O)(OCC)C(O)c1cccnc1 (configuration not stated)	-1	9	97	98	108	8	101	98
O=C1NC(=O)N(Cc2ccccc2)C(=O)/C1=C\c1ccco1	10	26	92	77	84	8	79	71

Among those listed so far, these have a halogen:
SMILES	JMJD2C inh	VLA-4 inh	RPL19A TOR yeast	MEP2 TOR yeast	LAP4 TOR yeast	GRK2 inh	AGP1-GFP MLPCN	CIT2 TOR yeast
O=C(CN1CCCCC1)NCC(=O)Nc1ccc(Br)cc1C(=O)c1ccccc1	-2	3	105	100	108	0	.	109
O=C(c1cc(C(=O)NCc2ccc(Cl)cc2)c(=O)n(Cc2ccc(Cl)cc2)c1)c1cc(F)ccc1O	4	-6	108	103	106	0	104	97
CN(C)c1nc(N(C)C)nc(N(C#N)CCCl)n1	-1	3	94	101	118	0	102	100
CCOP(=O)(C#Cc1ccccc1)C(O)c1ccc(Br)cc1 (configuration not stated)	-5	7	98	104	112	3	98	94

2 entries drawn at random from the list so far:
SMILES	JMJD2C inh	VLA-4 inh	RPL19A TOR yeast	MEP2 TOR yeast	LAP4 TOR yeast	GRK2 inh	AGP1-GFP MLPCN	CIT2 TOR yeast
Oc1ccc2c3c1OC1c4oc5ccccc5c4C[C@@]4(O)[C@@H](C2)N(CC2CC2)CC[C@]314 (some centres not stated)	.	11	108	104	115	0	111	101
c1cncc(C2Nc3cccc4cccc(c34)N2)c1	8	28	109	107	99	0	105	110

Continuation.
SMILES	JMJD2C inh	VLA-4 inh	RPL19A TOR yeast	MEP2 TOR yeast	LAP4 TOR yeast	GRK2 inh	AGP1-GFP MLPCN	CIT2 TOR yeast
Oc1c(Cl)cc(Cl)cc1CN1CCN(Cc2ccccc2)CC1	16	13	97	99	102	0	102	96
O=C(Nc1cccc(OC(=O)N2CCCCC2)c1)N1CCOCC1	-6	-3	94	92	94	0	96	99
O=C(c1ccc2c(c1)ncn2C1CCCCC1)N1CCC2(CC1)OCCO2	15	-11	105	101	86	2	103	94
O=c1c2ccccc2nc(-c2ccoc2)n1-c1ccccc1	5	-2	98	96	95	0	94	.
Cn1ncc(Cl)c1C(=O)N1CCC2(CC1)OCCO2	-7	5	98	106	112	3	103	98
Cc1ccc2nc(N3CCN(C)CC3)[nH]c2c1	16	25	97	98	97	11	97	94
CCCC(=O)C1C(=O)NC(=O)NC1=O	14	-9	99	105	98	3	98	99
Nc1c(C(=O)NC2CCCC2)c2nc3ccccc3nc2n1CC1CCCO1 (configuration not stated)	-19	8	95	88	.	1	89	83
COc1ccc(CN2C(=O)CC(=O)NC2=S)cc1	-20	8	105	98	97	0	101	97
CCC(=NCCC(c1ccccc1)c1ccccc1)c1c(O)[nH]c(=O)[nH]c1=O	2	22	97	88	92	0	94	88
Cc1ccccc1NS(=O)(=O)c1ccc(OCC(=O)N2CCN(C)CC2)cc1	3	10	90	89	89	0	93	93
O=c1c2ccccc2nc(-c2ccccc2)n1-c1ccncc1	-3	8	104	96	95	0	102	101
COc1ccc(Cl)cc1NC1=NCC(C)S1 (configuration not stated)	21&1	-1	89	111	94	2	19[may fluoresce violet]	?
C1CCCN(C2CCNCC2)CC1	3	9	103	99	87	1	99	102
CN(C)CC#CCn1c2ccccc2c2ccccc21	128	-3	91	88	102	2	96	86
COc1ccc(N=Cc2c(O)n(CC3CCCO3)c(=O)[nH]c2=O)cc1 (configuration not stated)	-9	21	106	101	93	6	98	103
CCn1c(O)c(N=Nc2ccc(S(=O)(=O)N3CCOCC3)cc2)c(=O)n(CC)c1=S	-5	-6	111	106	111	7	100	108
CC(C)CCn1c(=O)c(C(=O)NCc2ccco2)c(O)c2ccccc21	5	0	102	99	104	13	103	98
O=C(c1ccc(N2CC3CC(C2)c2cccc(=O)n2C3)c([N+](=O)[O-])c1)N1CCCCC1 (configuration not stated)	2	16	114	126	103	1	108	109
CCN(CC)CCOC(=O)C(O)(c1ccccc1)c1ccccc1	19	12	101	102	100	0	99	96
NP(=O)(OCCCc1ccccc1)c1ccccc1 (configuration not stated)	-8	37	95	89	111	1	75	68
COc1ccc(-n2c(O)c(C=NCc3ccc4c(c3)OCO4)c(=O)[nH]c2=O)cc1	8	13	98	105	105	1	103	99
Cc1cccc(CN2CCCN(Cc3ccc(Cl)cc3)S2(=O)=O)c1	-2	45	102	104	109	0	108	104
O=C(N/N=C/c1c(O)n(CCc2ccc(F)cc2)c(=O)[nH]c1=O)c1ccncc1	13	5	100	102	96	0	105	110
O=P(Nc1ccccc1)(Nc1ccccc1)Oc1ccc(Cl)cc1	7	-1	96	101	100	1	109	96
CCN1CCN(c2ccc(N)cc2)CC1	-1	14	88	90	95	0	97	89
CC[C@@H](CO)NC(=O)[C@@H]1C=C2c3cccc4c3c(cn4C)C[C@H]2N(C)C1	3&13	-1&41&11	110&96&103	100&94&98	107&104&111	23&7&3	100&87&99	113&84&98
COc1ccc(-n2c(O)c(C=NCCN(C)C)c(=O)[nH]c2=O)cc1	-3	-4	95	98	107	0	105	94
Cc1ccc(C2(O)CC(C)N(C)CC2C)cc1 (configuration not stated)	20	3	97	100	99	0	72	77
O=C(CCCOc1ccc(Cl)cc1Cl)N1CCC2(CC1)OCCO2	21	19	99	109	107	0	98	91
N=C1c2ccccc2CN1NC(=O)c1ccc(Br)o1	-13	-61	99	95	94	7	102	97
CC(N)Cc1c[nH]c2c1ccc1ccccc12 (configuration not stated)	-19	-3	108	112	102	0	104	109
C#C[C@]1(O)CCC2C3C(CC[C@@]21C)[C@@]1(C)CC[C@@H](O)CC1=C[C@H]3O (some centres not stated)	-11	12	102	96	90	0	95	102
COc1cc(CN=C(C)c2c(O)n(C)c(=O)n(C)c2=O)cc(OC)c1	1	1	94	99	109	2	101	95
C[N+]1(C)C2CC[C@H]1CC(OC(=O)C(CO)c1ccccc1)C2 (some centres not stated)	.	-37	104	96	113	2	91	83
Oc1cc2c(cc1CN1CCN(c3ccccc3F)CC1)OCO2	3	5	91	100	93	1	91	95
O=C1C2C3CCC(O3)C2C(=O)N1CCO (configuration not stated)	0	1	102	101	93	0	99	100
CN1C(=O)c2ccccc2NC(=O)C1Cc1ccccc1 (configuration not stated)	17	12	97	100	101	0	97	92
CC1=C2C(=O)C3C(CC=C4CC(OC5OC(O)C(O)C(O)C5CO)CCC43C)C2CCC12OC1CC(C)CNC1C2C (configuration not stated)	-8	-10	104	104	98	2	104	106
O=S1(=O)N(CCN2CC=C(c3c[nH]c4cc(F)ccc34)CC2)c2cccc3c2N1CCC3	.	19	93	98	106	0	92	85

Exported with two lines to a compound: part of the list above
Screens in order: JMJD2C inh | VLA-4 inh | RPL19A TOR yeast | MEP2 TOR yeast | LAP4 TOR yeast | GRK2 inh | AGP1-GFP MLPCN | CIT2 TOR yeast
> C[N+]1(C)C2CC[C@H]1CC(OC(=O)C(CO)c1ccccc1)C2 (some centres not stated)
  . | -37 | 104 | 96 | 113 | 2 | 91 | 83
> Oc1cc2c(cc1CN1CCN(c3ccccc3F)CC1)OCO2
  3 | 5 | 91 | 100 | 93 | 1 | 91 | 95
> O=C1C2C3CCC(O3)C2C(=O)N1CCO (configuration not stated)
  0 | 1 | 102 | 101 | 93 | 0 | 99 | 100
> CN1C(=O)c2ccccc2NC(=O)C1Cc1ccccc1 (configuration not stated)
  17 | 12 | 97 | 100 | 101 | 0 | 97 | 92
> CC1=C2C(=O)C3C(CC=C4CC(OC5OC(O)C(O)C(O)C5CO)CCC43C)C2CCC12OC1CC(C)CNC1C2C (configuration not stated)
  -8 | -10 | 104 | 104 | 98 | 2 | 104 | 106

(next part)
SMILES	JMJD2C inh	VLA-4 inh	RPL19A TOR yeast	MEP2 TOR yeast	LAP4 TOR yeast	GRK2 inh	AGP1-GFP MLPCN	CIT2 TOR yeast
COC(=O)C1=C(c2ccc(OC)c(OC)c2)C[C@@H]2CC[C@H]1N2C(=O)NC1CC1	2	0	103	93	101	0	102	110
COc1cc(CC2(CCc3ccncc3)C(=O)NC(=O)NC2=O)cc(OC)c1OC	-10	8	98	104	105	0	101	98
COc1ccccc1Oc1c(C)oc2cc(OC(=O)N(C)C)ccc2c1=O	-20	-13	102	114	112	1	98	102
COc1ccc(OCC#CCN2CCC(C)CC2)cc1	-4	3	104	106	89	3	103	104
CCC(C)n1c(C)cc(C(N)=O)c1C (configuration not stated)	-4	3	100	96	100	2	103	107
CCc1nnc(NS(=O)(=O)c2ccc(N=Cc3c(O)n(-c4ccccc4)c(=O)[nH]c3=O)cc2)s1	0	0	101	95	96	6	105	100
CCCNC(=O)N1[C@H]2CC[C@@H]1C(C(=O)OC)=C(c1cccc(OC)c1OC)C2	-11	-1	101	104	94	2	103	98
